Screens as filed in PubChem BioAssay.
DNMT1 inh: DNMT1 (human) enzyme inhibition; DNMT1 molecular beacon, Hinp1I cleavage, fluorescence; inhibition (reported as % activation of signal), % at 10 µM; hit rate 0.83% among 360,000; AID 588458; in the data active = inhibition above about 50%
bovine MsrA act: bovine methionine sulfoxide reductase A activation. purified bovine MsrA, absorbance read-out. hit rate 0.3% among 360,000. activation, % at 10.6 µM; in the data active = activation above about 7.5%;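 also: 0% = vehicle and 100% = reference activator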
MsrA inh: inhibits bovine methionine sulfoxide reductase A. purified bovine MsrA, absorbance read-out. inhibition, % at 15.5 µM. hit rate 0.75% among 360,000. AID 651718; in the data active = inhibition above about 4.5%;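 also: 0% = vehicle wells with enzyme and 100% = reference inhibitor wells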
eLon inh: inhibits E. coli Lon protease; inhibition, % at 7.94 µM; purified E. coli Lon protease, fluorescence polarization; hit rate 0.42% among 360,000; P0A9M0; AID 602123; in the data active = inhibition above about 13%, passing the limit was not always enough;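 also: 0% = enzyme with probe and DMSO and 100% = no enzyme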
Target sequence (P0A9M0 whole entry, looked up): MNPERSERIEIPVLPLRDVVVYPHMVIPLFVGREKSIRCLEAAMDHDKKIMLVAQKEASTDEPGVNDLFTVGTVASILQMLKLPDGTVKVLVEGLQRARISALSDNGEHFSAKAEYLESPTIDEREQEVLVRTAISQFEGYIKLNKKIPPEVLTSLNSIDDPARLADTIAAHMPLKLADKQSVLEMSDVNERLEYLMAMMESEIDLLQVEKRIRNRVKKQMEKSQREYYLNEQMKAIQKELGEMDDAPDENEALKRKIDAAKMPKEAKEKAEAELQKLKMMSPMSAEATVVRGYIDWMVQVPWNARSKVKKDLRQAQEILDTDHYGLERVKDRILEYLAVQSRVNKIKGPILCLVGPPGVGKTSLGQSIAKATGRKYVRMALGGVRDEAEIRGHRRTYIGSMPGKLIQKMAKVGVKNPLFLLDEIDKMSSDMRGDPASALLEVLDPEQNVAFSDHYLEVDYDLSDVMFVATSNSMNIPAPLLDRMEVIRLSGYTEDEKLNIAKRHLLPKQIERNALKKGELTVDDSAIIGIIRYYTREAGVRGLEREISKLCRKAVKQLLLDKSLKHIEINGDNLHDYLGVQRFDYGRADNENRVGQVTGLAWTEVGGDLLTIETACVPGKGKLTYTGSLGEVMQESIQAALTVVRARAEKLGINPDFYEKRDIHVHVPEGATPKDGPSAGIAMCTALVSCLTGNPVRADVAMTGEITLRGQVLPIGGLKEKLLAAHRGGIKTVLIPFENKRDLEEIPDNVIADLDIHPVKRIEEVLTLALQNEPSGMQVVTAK
STEP block: inhibitors of human striatal-enriched phosphatase STEP | recombinant STEP, OMFP fluorogenic substrate, fluorescence | inhibition, % at 20 µM | hit rate 0.25% among 360,000;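 active = inhibition at 20 µM, scaled per plate between control wells, above about 37%, limit read from the data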;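 also: 0% = DMSO with enzyme and substrate and 100% = substrate only without enzyme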
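System: STEP phosphatase, cell-free reaction; Buffer or medium: Bis-Tris pH 6.0 buffer with DTT, detergent; Incubation: 20 min at room temperature, dark; Measured by: fluorescence, 480/540 nm.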
SUMO1 PPI mod: alters human SUMO1 binding to SIM partners; SUMO1 binding to a labelled peptide, TR-FRET, 1 h; hit rate 0.33% among 360,000; inhibition, % at 20 µM; AID 602429; in the data active = inhibition above about 37%
Target sequence (P63165 whole entry, looked up): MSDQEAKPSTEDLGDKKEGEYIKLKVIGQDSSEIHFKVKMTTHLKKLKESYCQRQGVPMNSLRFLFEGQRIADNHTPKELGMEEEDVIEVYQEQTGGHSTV
TbMetRS inhib: blocks T. brucei methionyl-tRNA synthetase activity; purified T. brucei MetRS, ATP depletion, Kinase-Glo luminescence; inhibition, % at 11.9 µM; AID 624268; hit rate 0.4% among 360,000;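 active = inhibition above a per-plate cutoff of the control wells' mean inhibition plus 3 SD, cut at about 5.5% in these data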;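 also: 0% = DMSO wells median and 100% = median of wells with control inhibitor compound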
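Material: T. brucei methionyl-tRNA synthetase, purified; reagent: substrates ATP, L-methionine and bulk Escherichia coli tRNA; dosing: 11.9 µM single point; timing: 15 min plus 2 h at 25 °C; detection: luminescence of leftover ATP; evaluation: % inhibition; control set: DMSO-only wells as low control; replicates: singlicate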
Scp-1 inhibitor: blocks human Scp-1 phosphatase activity | Q9GZU7 | Recombinant Scp1, phosphopeptide, malachite green phosphate absorbance | inhibition, % at 20 µM | hit rate 0.88% among 340,000;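 active = inhibition above about 50% at 20 µM, limit read from the data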;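 also: plate controls were DMSO wells with enzyme for no effect and wells lacking enzyme for full effect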
Target sequence (Q9GZU7 76-261 limits assumed): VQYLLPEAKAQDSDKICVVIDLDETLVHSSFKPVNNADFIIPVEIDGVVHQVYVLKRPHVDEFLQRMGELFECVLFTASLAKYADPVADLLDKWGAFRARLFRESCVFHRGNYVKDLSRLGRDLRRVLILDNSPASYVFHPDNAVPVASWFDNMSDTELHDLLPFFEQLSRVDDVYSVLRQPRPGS
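Material – SCP-1 phosphatase catalytic domain, residues 76-261 · Buffer or medium – Acidic Tris acetate buffer with magnesium and detergent · Also added – Phospho 17-mer peptide substrate · Compound – single 20 µM dose, 1% DMSO · Times – 45 min room-temperature reaction, 5 min colour, 30 min stabiliser · Technique – Phosphate-binding colour reagent, absorbance read at 630 nm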
LMPTP block: LMPTP (human) inhibition; hit rate 0.22% among 360,000; P24666; AID 651560; recombinant LMPTP-A, OMFP fluorogenic substrate, fluorescence intensity; inhibition, % at 20 µM;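 active = compounds that cut the enzyme signal by at least half of the control window in the single-dose screen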;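 also: plate controls were DMSO wells with enzyme plus substrate for no effect and substrate without enzyme for full effect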
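Test system: LMPTP-A phosphatase enzyme. Amount: LMPTP-A at 0.625 nM final in the reaction. Reagent: OMFP substrate, 400 µM final. Times: 50 min at room temperature. Signal: endpoint fluorescence intensity from OMFP dephosphorylation. Read-out basis: % inhibition. Benchmarks: no-enzyme and uninhibited controls.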
NRP1-CendR mod: modulators of CendR peptide binding to human neuropilin-1; hit rate 0.85% among 360,000; FAM-RPARPAR peptide binding to NRP-1, fluorescence polarization; inhibition, % at 25 µM;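 active = inhibition or corrected inhibition above about 18%, plus a signal ratio from 0.5 to 1.5, limit read from the data, passing the limit was not always enough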; also: strong numbers were not always called active
* = called active by the depositor; nt = not tested or not shown; & = joins results of further samples. The order is random (roughly 4.3% active in at least one column).

SMILES | DNMT1 inh | bovine MsrA act | MsrA inh | eLon inh | STEP block | SUMO1 PPI mod | TbMetRS inhib | Scp-1 inhibitor | LMPTP block | NRP1-CendR mod
CC(C)c1ccc(N2C=Nc3ccc(C(C)C)cc3C2)cc1 | -2 | -6 | -1.1 | 5 | 3 | 1 | -1.1 | 3 | 2.0 | -6
O=C(CCC(=O)OCc1ccc([N+](=O)[O-])cc1)Nc1ccc(F)cc1 | 0 | -4 | 1.9 | 3 | 0 | -7 | 0.3 | -2 | -0.4 | -6
COc1ccc(-c2noc(CCC(=O)NC3CCCCC3)n2)cc1 | -3 | 0 | 1.3 | 0 | 0 | -3 | -0.2 | -3 | -0.1 | 0
CC(C=NNc1ccc([N+](=O)[O-])cn1)=Cc1ccccc1 | 20 | -3 | -0.6 | -11 | -2 | -6 | -0.4 | 1 | -0.3 | -30
O=[N+]([O-])c1ccccc1Oc1ccc(S(=O)(=O)N2CCOCC2)cc1 | -1 | 0 | -0.1 | -1 | -2 | -41 | -0.1 | -1 | -0.4 | 4
Cc1cc(C)cc(N(C(=O)c2csnn2)C(C(=O)NC2CCCC2)c2ccccn2)c1 (centres undefined) | 1 | -9 | -0.8 | 10 | 0 | -1 | -0.9 | 10 | -2.2 | 1
COc1ccc(N2CCN(C(=O)C3CCCN(S(=O)(=O)c4ccc(F)cc4)C3)CC2)cc1 (centres undefined) | 1 | -4 | 1.8 | -5 | -3 | 5 | 0.1 | -8 | 0.8 | 17
COC(=O)c1nc(NC(=S)NC(=O)c2cccs2)sc1C | 2 | 1 | 0.2 | -4 | 1 | -1 | -0.1 | -2 | 5.4 | -26
O=C(Nc1cccs1)NC1CCCC1 | -1 | 4 | 0.9 | -20 | -1 | 8 | -0.5 | -2 | -1.2 | -12
OC(CNCCCCNCC(O)C(F)(F)F)C(F)(F)F (centres undefined) | 3 | -1 | -0.4 | -7 | 1 | 2 | -0.2 | -6 | -3.9 | 10
Cc1ccc2nc(Nc3ccc(C)c(C)c3)c3nncn3c2c1 | 0 | -1 | -1.1 | -10 | 3 | -5 | 0.1 | -13 | 1.6 | -1
COc1ccc(/C=C/C(=O)Nc2ccccc2F)cc1S(=O)(=O)N1CCOCC1 | -4 | -8 | 2.4 | 1 | 0 | -19 | -0.4 | 5 | -2.0 | 0
Cc1noc(C)c1COc1ccccc1C(=O)N1CCN(S(=O)(=O)c2cccc([N+](=O)[O-])c2)CC1 | 4 | -1 | 0.6 | -2 | 3 | -3 | -0.2 | -7 | -1.9 | 5
CC(C)Cc1ccc(-c2ccc3nccn3c2)cc1 | 1 | -5 | 1.0 | -6 | 8 | 1 | -0.2 | nt | 3.3 | -14
CCC(=O)N=c1ccn(C2=Nc3ccccc3NC2=C(C#N)C#N)cc1 | -2 | 0 | 2.0 | 0 | 1 | -42 | -0.4 | -4 | 1.7 | -4
O=C(NC1CCCCCC1)C1CCCN(c2ncccn2)C1 (centres undefined) | -1 | -4 | -0.4 | 7 | 0 | 7 | 0.3 | -4 | -0.4 | 9
CC(NC(=O)Cc1c(F)cccc1Cl)C1CCCO1 (centres undefined) | -1 | 0 | 0.3 | 12 | 1 | -2 | -0.3 | 9 | -0.5 | 6
Cc1ccccc1NC(=O)Cn1cnc2c(oc3ccccc32)c1=O | 1 | -1 | 1.2 | -7 | 0 | 5 | 0.3 | 18 | -1.3 | 14
c1ccc2nc(N3CCN(Cc4ccc5c(c4)OCO5)CC3)cnc2c1 | -6 | -4 | 2.7 | 1 | 4 | -16 | 0.1 | -9 | 0.8 | -12
O=C1CC2(CCCC2)C(=O)N1CN1CCN(S(=O)(=O)c2cc(F)ccc2F)CC1 | 3 | -2 | -1.3 | 7 | 0 | 5 | -0.1 | nt | -0.7 | 4
Cc1ccsc1C(=O)NNC(=S)NC1CCCCC1 | -2 | -4 | 1.5 | 3 | -5 | 0 | -0.5 | -2 | -2.4 | 13
Cc1nn(-c2ccccc2)c(C)c1/C=C/C(=O)OC(C)C(=O)Nc1ncc(Cl)cc1Cl (centres undefined) | -6 | -4 | 1.6 | 6 | 2 | 1 | -0.1 | -1 | 0.2 | -5
CCOCCCNC(=S)N1CCC(NC(=O)C23CC4CC(CC(C4)C2)C3)CC1 | 0 | -2 | -0.4 | -4 | 2 | 2 | -0.7 | -9 | -0.5 | 4
COc1cccc(OC)c1C(=O)N1CCN(S(=O)(=O)c2ccc(C)cc2)CC1 | -3 | -7 | 0.5 | -5 | -7 | 0 | -0.5 | -5 | 1.4 | -5
C=CCSc1nnc(NC(=O)C2CSC3(C)CCC(=O)N23)s1 (centres undefined) | 1 | -6 | 0.8 | 1 | -1 | 8 | -0.3 | -1 | -0.4 | -12
CCC(=O)N(CCc1ccc(S(N)(=O)=O)cc1)C1CC(=O)N(c2ccc(OC)cc2)C1=O (centres undefined) | -1 | -1 | -0.8 | 3 | 0 | -2 | 0.2 | -1 | -1.3 | 8
CCOc1ccc2ccccc2c1/C=N/NC(=O)c1c(C)cc(C)[nH]c1=O | 0 | -2 | 2.0 | -3 | -2 | -19 | -0.3 | 0 | 0.4 | -4
COc1cc(/C=C2/C(=O)NN(c3ccc(Cl)cc3)C2=O)ccc1OC(=O)c1ccco1 | -8 | -5 | 0.1 | 6 | 13 | 20 | 0.1 | 1 | 1.0 | -46
O/N=C\c1cccn1-c1nccs1 | 1 | -3 | -0.7 | 0 | 3 | -2 | -0.7 | -3 | -1.2 | 9
COc1ccc(CNC(=O)CNC(=O)c2ccc(C(C)(C)C)cc2)cc1OC | -10 | -11 | 0.1 | -11 | -6 | 3 | -1.6 | 5 | 0.0 | -5
Cc1csc2nc3ccccc3c(=O)n12 | 5 | -6 | 1.6 | -6 | -3 | 1 | -0.6 | 3 | -0.8 | 2
CCN1C(=O)/C(=C2/Sc3ccccc3N2CCCS(=O)(=O)O)SC1=S | 12&3 | -3&-9 | -0.1&1.6 | -15&-8 | 1&0 | 3&-6 | -0.6&-1.6 | 1&13 | 0.8&0.2 | -56&-22
CCOC(=O)c1ccccc1NC(=O)CSc1cccc[n+]1[O-] | -2 | 1 | -0.2 | 7 | 4 | -1 | -0.5 | 6 | -2.3 | -21
COc1ccc(NC(=O)c2ccccc2SCc2ccccc2)cc1 | 2 | -6 | 1.3 | -1 | 0 | 2 | -1.7 | nt | 1.5 | 1
CN=c1scc(C)n1/N=C/c1ccc(O)cc1 | -13 | -4 | 4.0 | -2 | -1 | -8 | -0.8 | -5 | 0.7 | -4
O=S(=O)(c1cnc(Cl)c(Cl)c1)N1CCCc2ccccc21 | 33 | -7 | 0.9 | 8 | -1 | 0 | -0.8 | -1 | 0.3 | -1
CCN(c1ccccc1)S(=O)(=O)c1ccc(OC)c(NC(=O)Cc2ccc(F)cc2)c1 | -6 | 2 | -0.6 | 5 | -3 | 3 | -0.2 | -8 | 2.7 | -4
O=C(O)c1cccc(Nc2nc(-c3ccc([N+](=O)[O-])cc3)nc3ccccc23)c1 | -10 | -1 | 0.7 | -4 | 13 | -1 | 0.5 | 41 | 52* | -8
CCCCN(CCCC)C(=O)c1ccccc1NC(=O)CN1C(=O)c2ccccc2C1=O | 1 | 2 | 0.3 | 0 | -1 | -7 | 0.7 | -7 | -2.2 | 18
CC(C)C(c1nnnn1Cc1ccco1)N1CCN(C2CCCC2)CC1 (centres undefined) | 2 | 0 | 1.5 | 0 | -3 | 0 | -0.4 | -8 | -0.5 | -4

Molecules above with a furan ring, fused or not:
SMILES | DNMT1 inh | bovine MsrA act | MsrA inh | eLon inh | STEP block | SUMO1 PPI mod | TbMetRS inhib | Scp-1 inhibitor | LMPTP block | NRP1-CendR mod
Cc1ccccc1NC(=O)Cn1cnc2c(oc3ccccc32)c1=O | 1 | -1 | 1.2 | -7 | 0 | 5 | 0.3 | 18 | -1.3 | 14
COc1cc(/C=C2/C(=O)NN(c3ccc(Cl)cc3)C2=O)ccc1OC(=O)c1ccco1 | -8 | -5 | 0.1 | 6 | 13 | 20 | 0.1 | 1 | 1.0 | -46
CC(C)C(c1nnnn1Cc1ccco1)N1CCN(C2CCCC2)CC1 (centres undefined) | 2 | 0 | 1.5 | 0 | -3 | 0 | -0.4 | -8 | -0.5 | -4

Carrying on.
SMILES | DNMT1 inh | bovine MsrA act | MsrA inh | eLon inh | STEP block | SUMO1 PPI mod | TbMetRS inhib | Scp-1 inhibitor | LMPTP block | NRP1-CendR mod
Cn1c(=O)c2c(c3ccccc31)OC(=O)CC2c1cccnc1 (centres undefined) | 9 | -2 | 0.5 | -6 | -2 | 1 | 0.0 | -1 | 1.1 | 1
CC(=O)N1CCN(C(=O)COC(=O)/C=C/c2ccccc2[N+](=O)[O-])CC1 | 3 | -1 | 0.4 | -5 | -1 | -25 | -0.2 | 0 | -0.2 | -1
COc1cccc(-c2ccc(C#N)c(SCC(=O)NCCc3ccc(Cl)cc3)n2)c1 | 6 | -10 | 0.0 | -5 | -1 | -5 | -1.1 | -3 | -1.2 | -8
O=C(CCSc1ccc(Cl)cc1)NC1CCCC1 | 1 | -3 | -0.3 | -10 | 0 | -1 | -0.7 | -1 | -2.0 | 6
CCCCCCOC(=O)C1=C(C)NC(=O)NC1c1ccc2c(c1)OCO2 (centres undefined) | 1 | -2 | 0.7 | -4 | -2 | 4 | -0.5 | -11 | 1.8 | 4
CC1CCCN(C(=O)CCS(=O)(=O)c2ccc3c(c2)n(C)c(=O)c(=O)n3C)C1 (centres undefined) | 4 | -9 | 0.7 | -4 | -3 | 3 | 0.0 | 3 | -1.1 | -5
CCn1c(C)nc2cc(C(=O)N/N=C/c3ccccc3)ccc21 | 0 | -4 | 0.5 | -8 | 0 | 2 | 0.1 | -3 | -0.3 | -2
CCOC(=O)C1(CCCc2ccccc2)CCN(C2CCSCC2)CC1 | 2 | -11 | -0.5 | -10 | 1 | -4 | -1.1 | 1 | 0.7 | 0
COc1ccc(Br)cc1S(=O)(=O)NCc1ccccc1 | 0 | -3 | 2.2 | 15 | -1 | 4 | -0.1 | -2 | -0.3 | 12
O=c1[nH]ncn1-c1ccccc1 | 0 | 3 | 0.7 | -1 | -1 | 1 | -0.3 | -4 | -1.1 | 15
CN1c2ccc(Cl)cc2C(=O)NC1C1CC=CCC1 (centres undefined) | 3 | -6 | -0.3 | 5 | 2 | 3 | -0.9 | -7 | -0.6 | 3
O=C(Nc1nncs1)Oc1ccccc1 | 3 | -10 | -1.2 | -1 | -2 | -2 | -0.8 | -2 | -1.3 | -1
Cc1ncc([N+](=O)[O-])n1CCOC(=O)c1ccc(Br)cc1 | -1 | -5 | 2.1 | -3 | 1 | -14 | -0.9 | -4 | -0.7 | 2
CC(C)(C)c1ccc(C(=O)Nc2ccc(S(N)(=O)=O)cc2)cc1 | 1 | -4 | 0.8 | 9 | -2 | 0 | -0.6 | -2 | 1.4 | -5
